CYP2C19 inh – blocks human cytochrome P450 2C19; P33261; CYP2C19 Supersomes, luciferin-H EGE luminescence, 30 min; inhibition, % at 5 µM; actives 21% (n = 96,000); AID 778;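 active = CYP2C19 inhibition above a set limit at 5 µM in the primary screen, cut at about 50% in these data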;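 note: plate controls were negative control wells for no effect and 2.5 mM tranylcypromine positive control for full effect; values of inactives mirror those of a sister screen read the other way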
Target sequence (P33261 whole entry, looked up): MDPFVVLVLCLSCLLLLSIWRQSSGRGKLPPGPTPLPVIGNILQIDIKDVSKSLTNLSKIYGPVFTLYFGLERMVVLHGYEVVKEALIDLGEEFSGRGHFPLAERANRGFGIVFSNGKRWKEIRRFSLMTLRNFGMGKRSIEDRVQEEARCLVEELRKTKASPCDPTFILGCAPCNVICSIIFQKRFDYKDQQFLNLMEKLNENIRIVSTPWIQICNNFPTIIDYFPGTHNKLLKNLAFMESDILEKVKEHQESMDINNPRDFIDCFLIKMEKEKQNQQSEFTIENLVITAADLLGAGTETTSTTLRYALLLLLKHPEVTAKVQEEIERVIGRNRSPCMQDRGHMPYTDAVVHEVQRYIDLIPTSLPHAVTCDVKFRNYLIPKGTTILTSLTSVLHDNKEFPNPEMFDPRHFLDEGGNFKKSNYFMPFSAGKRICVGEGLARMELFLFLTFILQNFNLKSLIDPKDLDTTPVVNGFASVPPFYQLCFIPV
DAT uptake mod – human DAT dopamine uptake with cocaine, either direction. actives 1.3% (n = 110,000). Q01959. AID 449768. LLC-PK1 hDAT cells, [14C]-dopamine uptake with cocaine IC80; actives deviate in either direction. B-score at 10 µM;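 active = Z score or B-score, a plate-position-corrected score, falls beyond the plate's 99.7% confidence bounds, in either direction; inactive = both scores lie inside the 99.7% bounds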;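 note: scored against the spread of the other compound wells on the same plate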
CYP2C19 activ – increases human CYP2C19 enzyme activity | P33261 | recombinant CYP2C19, luciferin-H EGE luminescence; stronger effect = higher value; 0 = fully inhibited enzyme, 1 = untreated enzyme | activation factor at 5 µM | 96,000 tested, under 10 active | AID 1025;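 active = activation factor of at least 2 at 5 µM in the primary screen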;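 note: 0 = wells with 2.5 mM tranylcypromine and 1 = vehicle-only wells; values of inactives mirror those of a sister screen read the other way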
sEH activator – soluble epoxide hydrolase (human) activation | AID 717 | purified human sEH enzymatic activity, activator screen | activation, % at 2 µM | P34913 | actives 0.04% (n = 91,000); in the data active = activation above about 37%; note: values of inactives mirror those of a sister screen read the other way
Target sequence (P34913 whole entry, looked up): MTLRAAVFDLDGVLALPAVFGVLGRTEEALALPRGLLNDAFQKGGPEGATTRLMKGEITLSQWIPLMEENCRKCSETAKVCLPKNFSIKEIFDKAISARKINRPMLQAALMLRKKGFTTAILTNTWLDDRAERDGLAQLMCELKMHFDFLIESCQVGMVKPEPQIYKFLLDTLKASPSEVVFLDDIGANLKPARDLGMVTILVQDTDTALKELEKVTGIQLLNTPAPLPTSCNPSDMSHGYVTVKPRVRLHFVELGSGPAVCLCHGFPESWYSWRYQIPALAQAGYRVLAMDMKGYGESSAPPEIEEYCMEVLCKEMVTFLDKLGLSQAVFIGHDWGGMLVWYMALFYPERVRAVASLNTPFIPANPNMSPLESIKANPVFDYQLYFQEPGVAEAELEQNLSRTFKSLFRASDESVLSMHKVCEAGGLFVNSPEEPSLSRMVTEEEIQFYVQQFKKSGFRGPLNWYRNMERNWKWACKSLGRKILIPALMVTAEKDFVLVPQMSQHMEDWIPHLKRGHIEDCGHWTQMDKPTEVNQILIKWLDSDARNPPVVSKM
S1P2 ag – S1P2 (human) receptor agonism. actives 0.46% (n = 97,000). O95136. activation, % at 4.5 µM. S1P2-expressing cell line, agonist reporter read-out; in the data active = activation above about 16%;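 note: 0% = vehicle low control and 100% = maximal reference agonist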
PostGolgi yeast – growth inhibition of a yeast mutant, post-Golgi transport screen; post-Golgi transport phenotypic cell assay; inhibition, % at 10 µM; actives 0.9% (n = 98,000); AID 739;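 note: yeast cells grown in 1536-well plates; yeast grown about 18 h at 30C before absorbance read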
PostGolgi ctrl – growth of the yeast control strain, post-Golgi counter-screen. efflux-deficient yeast background strain, growth absorbance A615, 16 h. inhibition, % at 10 µM. actives 5% (n = 98,000)
sEH inh – soluble epoxide hydrolase (human) inhibition; recombinant human sEH enzymatic activity assay; AID 707; actives 0.34% (n = 91,000); inhibition, % at 2 µM; in the data active = inhibition above about 80%; note: values of inactives mirror those of a sister screen read the other way; many of its hits are not listed in these tables
S1P2 blocker – blocks the human S1P2 receptor; actives 0.21% (n = 97,000); cell-based S1P2 antagonist assay, inhibition at 5 uM; AID 736; O95136; inhibition, % at 5 µM; in the data active = inhibition above about 45%;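 note: CRE beta-lactamase reporter cells expressing human S1P2 stimulated with S1P; 0% = agonist at EC80 alone and 100% = agonist plus reference antagonist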
* = called active by the depositor; · = not tested or not shown; & = joins results of further samples. Cut-off read from the data, not from the text of the source, unless noted: active = inhibition above about 30%; inactive = the rest.

1	CCCC1(C(=O)OCC)NC(c2ccc(N(C)C)cc2)C2C(=O)N(c3ccc(F)cc3)C(=O)C21 (centres undefined)
2	Cc1cc(C(=O)O)ccc1N/C=C1\CCCC(C)C1=O (centres undefined)
3	Cc1c(NC(=O)c2ccc(Cl)c(S(=O)(=O)N3CCOCC3)c2)c(=O)n(-c2ccccc2)n1C
4	Cc1sc(NC(=O)COc2cccc(-n3cnnn3)c2)c(C#N)c1C
5	CCN(CC)CCCNC(=O)CC1Sc2ccccc2NC1=O (centres undefined)
6	CCN(CC)c1ccc(NC(=O)c2cccc(OC)c2)c(C)c1
assay / entry,1,2,3,4,5,6
CYP2C19 inh,14,34,-15,1,-6,-3
DAT uptake mod,0.64,0.65,1,0.05,-1,-0.23
CYP2C19 activ,0.9,0.7,1.1,1,1.1,1
sEH activator,-2,-8,-8,12,-2,-3
S1P2 ag,-3,-7,-5,-7,-5,0
PostGolgi yeast,0,8,-1,4,-16,7
PostGolgi ctrl,9,0,2,7,18,5
sEH inh,-1,8,10,-12,-1,5
S1P2 blocker,3,-8,-4,1,8,-6

7	O=C(Nc1ccc(N2CCOCC2)cc1)C1CCCN(S(=O)(=O)c2cccc(C(F)(F)F)c2)C1 (centres undefined)
8	O=S(=O)(Nc1cccnc1)c1cccc(C(F)(F)F)c1
9	Fc1ccccc1CSc1nnnn1-c1ccc2c(c1)OCO2
10	CCOC(=O)c1nn(-c2ccc(Br)cc2)cc1C(=O)c1cccc2ccccc12
11	CC(C)CC(C(=O)Nc1oc(-c2ccco2)c(-c2ccco2)c1C#N)N1C(=O)c2ccccc2C1=O (centres undefined)
12	CCN(CC)c1ccc(C2Nc3cccc4cccc(c34)N2)c(O)c1
assay / entry,7,8,9,10,11,12
CYP2C19 inh,63*,24,92*,28,69*,24
DAT uptake mod,-0.028,-0.54,-0.54,1,-0.31&-0.055,0.28
CYP2C19 activ,0.4,0.8,0.1,0.7,0.3,0.8
sEH activator,-13,-3,5,4,-4,1
S1P2 ag,-8,0,-6,-5,-1,-10
PostGolgi yeast,-1,3,10,2,-2,·
PostGolgi ctrl,2,-2,10,31*,-2,·
sEH inh,13,6,-5,-3,2,2
S1P2 blocker,1,-17,-19,3,2,4

13	CCc1c(C)c2cc(Cl)c(O)c(CN3CCCCC3)c2oc1=O
14	CCOC(=O)c1cc2sc(C)cc2n1CC(=O)N(CC)CC
15	FC(F)(F)c1nc2ccccc2nc1N/N=C/c1c(Cl)cccc1Cl
16	CC(C)CC1NC(=O)N(CC(=O)N2CCN(S(=O)(=O)c3ccc(Cl)cc3)CC2)C1=O (centres undefined)
17	CCOC(=O)Nc1ccc(C(N)=O)cc1
18	C=C(C)CSc1nc(N)cc(=O)[nH]1
assay / entry,13,14,15,16,17,18
CYP2C19 inh,-6,54*,44,3,3,4
DAT uptake mod,-0.51,1.3,0.2,-1.6,0.94,-0.34
CYP2C19 activ,1.1,0.5,0.6,1,1,1
sEH activator,-7,-4,-7,6,2,·
S1P2 ag,0,-1,-2,-5,-2,·
PostGolgi yeast,20,0,-3,5,-4,1
PostGolgi ctrl,-9,2,3,9,1,-10
sEH inh,6,4,8,-8,-2,·
S1P2 blocker,2,-3,18,13,16,·

19	CCOC(=O)c1cnc2nc(Cc3ccccc3)[nH]n2c1=O
20	O=C(Nc1ccccc1F)C1CCCN(S(=O)(=O)c2cccc3cccnc23)C1 (centres undefined)
21	CC(C)n1cnc2cc(NCc3ccco3)ccc21
22	CSc1nc(Sc2ccc(Cl)cc2)c2ccccc2n1
23	CC1CCCCC1NC(=O)CN1C(=O)NC(C)(c2ccc(OC(F)F)cc2)C1=O (centres undefined)
24	Cc1nn(Cc2ccc(Cl)cc2)c(C)c1NC(=O)c1cc(-c2ccc3c(c2)OCO3)on1
assay / entry,19,20,21,22,23,24
CYP2C19 inh,1,76*,23,46,6,34
DAT uptake mod,-0.4,-0.34,-0.68,·,-0.39,0.0066
CYP2C19 activ,1,0.2,0.8,0.5,0.9,0.7
sEH activator,·,·,6,1,·,2
S1P2 ag,·,-10,-7,1,·,-1
PostGolgi yeast,9,-5,-8,5,-4,-10
PostGolgi ctrl,0,7,-4,-2,0,10
sEH inh,·,·,-7,-2,·,-2
S1P2 blocker,·,-3,8,14,·,14

25	CCNc1nc(NCC)nc(N(C)n2cnnc2)n1
26	CCNC(=S)N/N=C1\C(=O)c2cccc3cccc1c23
27	Cn1c2ccccc2c2c(C(=O)NCCCN3CCCC3=O)cn(C3CCCCC3)c(=O)c21
28	Cc1onc(-c2ccccc2Cl)c1C(=O)Nc1ccc(F)c(F)c1
29	COCCn1c(=N)c(C(=O)NCCc2ccc(OC)cc2)cc2c(=O)n3cccc(C)c3nc21
30	CCC(c1nnnn1CCOC)N(Cc1ccc(C)cc1)Cc1cc2cc(OC)ccc2[nH]c1=O (centres undefined)
assay / entry,25,26,27,28,29,30
CYP2C19 inh,-6,-21,33,90*,-7,19
DAT uptake mod,0.95,-0.078,1.2,-0.92,1.1,-0.66
CYP2C19 activ,1.1,1.2,0.7,0.1,1.1,0.8
sEH activator,-5,-15,10,1,2,1
S1P2 ag,-9,-6,-3,-4,-5,-12
PostGolgi yeast,-10,1,8,0,9,4
PostGolgi ctrl,6,9,2,20,25,8
sEH inh,5,16,-8,-1,-2,-2
S1P2 blocker,10,-6,-13,14,-2,4

31	NC(=O)C1CCN(C(c2ccccc2Cl)c2nnnn2Cc2ccc3c(c2)OCO3)CC1 (centres undefined)
32	CCOC(=O)N1CCN(c2nc(C)c3c(n2)CCCC3=O)CC1
33	CNc1cc(N2CCCCCC2)ccc1[N+](=O)[O-]
34	COCCNC(=O)NC(=O)COC(=O)C12CC3CC(CC(NC(C)=O)(C3)C1)C2
35	O=C(c1ccc([N+](=O)[O-])cc1)N1CCOC12CCN(c1ncc(C(F)(F)F)cc1Cl)CC2
36	Cn1ncc([N+](=O)[O-])c1C(=O)Nc1ccn(Cc2ccccc2F)n1
assay / entry,31,32,33,34,35,36
CYP2C19 inh,81*,28,51*,0,11,4
DAT uptake mod,-1.4,-0.54,0.35,-0.17,-0.42,-0.78
CYP2C19 activ,0.2,0.7,0.5,1,0.9,1
sEH activator,3,7,8,·,8,0
S1P2 ag,0,-5,-7,-8,-2,-5
PostGolgi yeast,-3,-4,-5,-2,1,1
PostGolgi ctrl,13,9,22,3,10,14
sEH inh,-5,-5,-6,·,-5,1
S1P2 blocker,-3,5,13,-1,-10,16

37	OCCNc1nc(NCCC2=CCCCC2)nc(N2CCOCC2)n1
38	COc1ccccc1Nc1ccc(C(=O)NC2CCCCC2)cn1
39	COc1ccc(NC(=O)C(NC(C)=O)C(=O)NCc2ccc(F)cc2)cc1 (centres undefined)
40	CCCn1nc2cc(C(=O)NC3CCCc4ccccc43)ccc2c1OCC (centres undefined)
41	CCCCOc1ccccc1C(=O)NCC(=O)O
42	COc1ccc(C(=O)C2CN(c3ccccc3)CC2c2ccc(Cl)cc2)cc1 (centres undefined)
assay / entry,37,38,39,40,41,42
CYP2C19 inh,23,24,54*,4,-3,47
DAT uptake mod,0.8,0.95,0.33,1.1,-0.31,0.0058
CYP2C19 activ,0.8,0.8,0.5,1,1,0.5
sEH activator,3,-3,1,-59,·,-4
S1P2 ag,-3,-7,-1,-4,·,-3
PostGolgi yeast,-4,18,1,-5,-3,-14
PostGolgi ctrl,6,12,7,2,3,3
sEH inh,-2,2,-4,60,·,2
S1P2 blocker,27,14,1,11,·,-8

43	CC12CC(c3ccccc3O1)N(C(=O)c1ccco1)C(=O)N2c1ccccc1 (centres undefined)
44	COc1ccc(N/C(C)=C2/C(=O)C(=O)N(CCO)C2c2ccc(Br)cc2)cc1 (centres undefined)
45	Cc1cccc(N2CCCC2=Nc2ccc(Br)cc2C#N)c1
46	Cc1cc(=O)[nH]c(SCC(=O)C23CC4CC(CC(C4)C2)C3)c1C#N
47	COC(=O)c1ccc(C(=O)OC)c(NC(=O)CCC(=O)O)c1
48	COc1ccc(-c2csc(N3CCOCC3)n2)cc1OC
assay / entry,43,44,45,46,47,48
CYP2C19 inh,-5,60*,2,-1,-2,28
DAT uptake mod,-0.042,1.5,0.0019,-0.22,-0.039,0.88
CYP2C19 activ,1,0.4,1,1,1,0.7
sEH activator,·,2,-1,36,3,0
S1P2 ag,·,-7,-2,-2,0,-9
PostGolgi yeast,-1,-5,-9,1,6,2
PostGolgi ctrl,6,6,7,11,9,26
sEH inh,·,-6,2,-32,1,0
S1P2 blocker,·,3,5,2,1,-13

49	O=C(Cn1cnc2ccc(Br)cc2c1=O)c1cccs1
50	CCOc1ccc(NS(=O)(=O)c2ccc(NC(=S)NC(=O)CC(C)C)cc2)cc1
51	O=C1CN(c2nc3ccccc3n3cnnc23)CC(=O)N1CCc1ccccc1
52	Cc1ccc(C(=O)NCCN2CCCC2)cc1
53	CCCC(OC(=O)CC1Sc2ccccc2NC1=O)C(=O)NCc1ccco1 (centres undefined)
54	O=S(=O)(CC(CN1CCCC1)N1CCCC1)c1ccc2ccccc2c1 (centres undefined)
assay / entry,49,50,51,52,53,54
CYP2C19 inh,78*,90*,44,·,28,·
DAT uptake mod,0.41,-0.89,0.28,-1,-0.018,1.2
CYP2C19 activ,0.2,0.1,0.6,·,0.7,·
sEH activator,-1,2,4,-2,6,1
S1P2 ag,-3,-4,-5,-4,-3,-8
PostGolgi yeast,-4,14,3,·,-2,·
PostGolgi ctrl,21,23,13,·,-2,·
sEH inh,0,-1,-4,5,-5,2
S1P2 blocker,14,-24,15,-10,-21,9

An excerpt from above in order of formula weight, smallest number first.
52	Cc1ccc(C(=O)NCCN2CCCC2)cc1
49	O=C(Cn1cnc2ccc(Br)cc2c1=O)c1cccs1
51	O=C1CN(c2nc3ccccc3n3cnnc23)CC(=O)N1CCc1ccccc1
50	CCOc1ccc(NS(=O)(=O)c2ccc(NC(=S)NC(=O)CC(C)C)cc2)cc1
assay / entry,52,49,51,50
CYP2C19 inh,·,78*,44,90*
DAT uptake mod,-1,0.41,0.28,-0.89
CYP2C19 activ,·,0.2,0.6,0.1
sEH activator,-2,-1,4,2
S1P2 ag,-4,-3,-5,-4
PostGolgi yeast,·,-4,3,14
PostGolgi ctrl,·,21,13,23
sEH inh,5,0,-4,-1
S1P2 blocker,-10,14,15,-24

Going on with the list.
55	C/C(Cl)=C/Cn1c(NCCN(C)C)nc2c1c(=O)n(C)c(=O)n2C
56	CCOC(=O)C(=CNc1cc(C)nn1-c1ccc(Cl)cc1)C(=O)OCC
57	CN(C)CCCCCNCCCNC(=O)/C=N\O
58	CC(C)(C)n1nc2c(c1NC(=O)c1ccc(S(=O)(=O)N3CCCC3)cc1)CS(=O)C2 (centres undefined)
59	Cc1cccc(NC(=O)C2CCCN(S(=O)(=O)c3c(C)nn(C)c3C)C2)n1 (centres undefined)
60	CCSc1nnc(NC(=O)CCc2ccccc2)s1
assay / entry,55,56,57,58,59,60
CYP2C19 inh,-8,71*,-4,11,-11,49
DAT uptake mod,-0.04,0.02,-0.0044,-1.4,-0.2,-0.051
CYP2C19 activ,1.1,0.3,1,0.9,1.1,0.5
sEH activator,-5,-2,4,-5,·,14
S1P2 ag,0,0,-2,-4,·,-3
PostGolgi yeast,-12,2,-2,8,-7,5
PostGolgi ctrl,1,40*,6,2,8,7
sEH inh,6,0,-6,5,·,-12
S1P2 blocker,13,-17,0,25,·,-12

61	O=C(O)c1cc(Cl)c(Cl)cc1C(=O)N1CCCC1
62	CC1Cc2ccccc2N1C(=O)CSc1nnnn1C (centres undefined)
63	C=CCn1c(SCC(=O)c2ccccc2)nnc1-c1cc2ccccc2o1
64	CCNc1nc(NCC)nc(Oc2ccc(OCC)nn2)n1
assay / entry,61,62,63,64
CYP2C19 inh,-18,43,78*,-9
DAT uptake mod,0.2,-0.32,-0.32,0.12
CYP2C19 activ,1.2,0.6,0.2,1.1
sEH activator,·,-3,·,·
S1P2 ag,·,0,·,·
PostGolgi yeast,0,-2,10,6
PostGolgi ctrl,6,1,26,6
sEH inh,·,1,·,·
S1P2 blocker,·,-7,·,·

Screening results deposited in PubChem BioAssay by several laboratories.
